S1P2 blocker = S1P2 (human) receptor antagonism; O95136; cell-based S1P2 antagonist assay, inhibition at 5 uM; inhibition, % at 5 µM; 0.21% of 97,000 active; AID 736; in the data active means inhibition above about 45%;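 further: CRE beta-lactamase reporter cells expressing human S1P2 stimulated with S1P; 0% = agonist at EC80 alone and 100% = agonist plus reference antagonist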
PLK1 inh = PLK1 (human) kinase inhibition | recombinant PLK1 kinase, TR-FRET peptide phosphorylation | inhibition, % at 10 µM | 0.53% of 97,000 active | AID 619;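 active means inhibition of 50% or more in the single-concentration screen; inactive means inhibition below 50%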;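 further: 0% = DMSO max control and 100% = H-89 dihydrochloride min control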
Target sequence (P53350 whole entry, looked up): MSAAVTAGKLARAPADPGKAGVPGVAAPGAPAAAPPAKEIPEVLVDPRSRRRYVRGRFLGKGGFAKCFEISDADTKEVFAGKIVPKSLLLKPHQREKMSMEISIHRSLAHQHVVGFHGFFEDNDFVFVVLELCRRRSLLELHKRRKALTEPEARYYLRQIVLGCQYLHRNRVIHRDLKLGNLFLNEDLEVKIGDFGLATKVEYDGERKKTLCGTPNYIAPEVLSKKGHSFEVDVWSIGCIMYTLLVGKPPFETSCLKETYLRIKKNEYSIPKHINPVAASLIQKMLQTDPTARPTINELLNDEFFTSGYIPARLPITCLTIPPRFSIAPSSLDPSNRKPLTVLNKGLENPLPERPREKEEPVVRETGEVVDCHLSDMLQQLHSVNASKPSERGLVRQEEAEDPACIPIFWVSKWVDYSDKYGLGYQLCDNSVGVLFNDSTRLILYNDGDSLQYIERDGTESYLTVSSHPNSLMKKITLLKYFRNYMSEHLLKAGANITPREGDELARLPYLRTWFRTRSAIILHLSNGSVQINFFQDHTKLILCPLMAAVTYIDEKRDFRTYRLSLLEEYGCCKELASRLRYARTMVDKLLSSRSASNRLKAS
FAK blocker = blocks human focal adhesion kinase activity; inhibition, %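 (tested at 7 µM)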; Q05397; 0.84% of 97,000 active; AID 727; biochemical FAK kinase activity assay; in the data active means inhibition above about 19%;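 further: 0% = DMSO and 100% = reference compound high control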
MT1-MMP txn act = MT1-MMP promoter transcription activation; HT1080 MT1-MMP promoter luciferase reporter, luminescence, overnight; hits give high values; activation factor at 10 µM; 0.16% of 86,000 active;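 active means activation factor of at least 2 for MT1-MMP transcription at 10 µM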
S1P2 agonist = S1P2 (human) receptor agonism. S1P2-expressing cell line, agonist reporter read-out. activation, % at 4.5 µM. 0.46% of 97,000 active. AID 729; in the data active means activation above about 16%;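 further: 0% = vehicle low control and 100% = maximal reference agonist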
EphB4 ephrin blk = EphB4-ephrin-B2 interaction antagonism. EphB4 LBD / TNYL-RAW-Alexa532 peptide, fluorescence polarization. inhibition, % at 7 µM. 0.15% of 97,000 active. AID 720;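 active means inhibition above the screen-wide mean inhibition plus 3 SD, cut at about 15% in these data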;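 further: 0% = DMSO wells and 100% = excess unlabeled TNYL-RAW peptide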
HIV Rev-RRE inh = disrupts HIV-1 Rev binding to RRE RNA | P05866 | Rev peptide-RRE RNA binding, FRET | inhibition, % at 8 µM | 0.79% of 97,000 active;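 active means inhibition above the screen-wide mean plus 3 SD, cut at about 35% in these data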;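 further: 0% = median DMSO wells and 100% = median Neomycin B control wells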
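System: Cy5-labelled duplex RRE RNA binding fluorescein-labelled HIV Rev peptide; Signal: fluorescein-to-Cy5 FRET, 480 nm excitation; Also added: labelled Rev peptide; Compound: one concentration, 8 µM nominal; Buffer or medium: HEPES pH 7.5 salt buffer with EDTA; Read-out: % inhibition of FRET ratio versus controls; Schedule: 5 min preincubation and 15 min binding, 25 °C.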
PLAP act = activates human placental alkaline phosphatase; P05187; purified PLAP enzyme, luminescent substrate read-out; hits give high values; activation fold at 20 µM; 1.2% of 96,000 active; AID 696; in the data active means activation fold above about 2
Target sequence (P05187 whole entry, looked up): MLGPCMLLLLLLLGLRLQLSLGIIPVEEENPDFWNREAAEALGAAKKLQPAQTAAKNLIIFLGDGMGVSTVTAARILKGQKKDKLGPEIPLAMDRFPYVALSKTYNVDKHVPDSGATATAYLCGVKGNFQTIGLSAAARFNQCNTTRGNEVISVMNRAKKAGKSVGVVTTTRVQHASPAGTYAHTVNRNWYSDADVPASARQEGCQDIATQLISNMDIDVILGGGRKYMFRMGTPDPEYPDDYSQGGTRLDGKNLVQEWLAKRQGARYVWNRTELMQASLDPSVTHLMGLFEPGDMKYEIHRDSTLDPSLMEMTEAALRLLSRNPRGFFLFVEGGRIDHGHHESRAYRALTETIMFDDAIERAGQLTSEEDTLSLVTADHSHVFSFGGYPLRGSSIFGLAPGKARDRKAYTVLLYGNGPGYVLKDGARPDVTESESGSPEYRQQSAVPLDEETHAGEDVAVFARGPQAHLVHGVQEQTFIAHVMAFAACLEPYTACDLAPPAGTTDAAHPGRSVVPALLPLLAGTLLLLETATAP
Plk1 PBD FP = Plk1 (human) PBD binding inhibition | Plk1 PBD phosphopeptide binding, fluorescence polarization | inhibition, %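 (tested at about 20 µM)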 | 0.13% of 97,000 active | AID 693; in the data active means inhibition above about 34%, passing the limit was not always enough
Active calls of the source: *; . = not tested or not shown; & = joins results of further samples.

SMILES	S1P2 blocker	PLK1 inh	FAK blocker	MT1-MMP txn act	S1P2 agonist	EphB4 ephrin blk	HIV Rev-RRE inh	PLAP act	Plk1 PBD FP
O=C(O)CCC1COc2ccccc2O1 (stereo unspecified)	-1	-13	-4	1.1	-3	-3	5	0.9	4
O=C(Nc1ccccc1)c1cccc(-c2nnc(-c3ccccc3)o2)c1	-3	-15	-7	1.3	-3	4	2	1.1	9
CCn1c2ccccc2c2cc(NC(=O)c3cc(OC)c(OC)c(OC)c3)ccc21	-13	-13	-3	.	5	-5	-6	1.4	5
CN(C)CCNc1oc(COc2ccc(Cl)cc2Cl)nc1C#N	5	-6	12	1.2	-6	-2	16	2*	-4
CC(=O)c1nn(-c2cccc(Br)c2)cc1C(=O)c1ccc(C)cc1	4	-13	1	.	-3	3	2	0.9	-5
COc1ccccc1S(=O)Cc1ccc(C(=O)NCc2ccccc2Cl)o1 (stereo unspecified)	-22	-13	2	1	-6	3	-3	1	5
COc1ccccc1N1CCN(c2cc(=O)n(-c3ccc(Br)cc3)c(=O)[nH]2)CC1	11	-10	8	1.1	-5	2	6	0.9	-26
COc1ccccc1-c1nc(C#N)c(NCc2ccc(F)cc2)o1	-11	3	4	1	-2	2	14	0.9	13
NC/C(=N\O)c1ccc(Cl)cc1Cl	21	-7	5	1.1	-4	5	13	1.6	11
N#Cc1c(N)nc2c(c1N)CC(=O)N2c1ccc(Cl)cc1	-23	-11	2	.	1	-6	9	1.5	18
COc1cc2[nH]c(=O)n(CCC(=O)N3CCN(c4cc(Cl)ccc4C)CC3)c(=O)c2cc1OC	1	-10	-1	1	-2	-7	-5	.	-11
O=C(CCl)Nc1cccc(-c2cnc3ccccc3n2)c1	-19	-3	5	0	-1	-3	-2	1	-22
CCC1(CC)NC(=O)NC1=O	16	-14	1	1.1	0	1	10	0.9	1
CC(C)n1c(SCC(=O)Nc2ccc3c(c2)OCO3)nc2c1c(=O)n(C)c(=O)n2C	-17	-5	1	1	8	-3	4	1.1	4
CC(C)(C)NC(=O)COc1ccc(-c2ccccc2)cc1	1	-1	-1	.	-5	0	6	1.2	-23
O=C(CCn1c(=O)oc2ccccc21)N(Cc1ccccc1)c1ccccn1	4	-11	0	1.2	-2	6	3	.	-35
O=C(COc1ccc(Cl)cc1)NCc1nnc(SCC(=O)NCCc2ccccc2)o1	25	-13	2	1.1	-11	0	6	1	-7
CCCCCOC(=O)c1cc(=O)[nH]c2ccccc12	3	2	8	1.4	-5	0	12	0.9	1
N/C(=N\OC(=O)c1cccc(Br)c1)c1ccc(Br)cc1	1	-14	-1	.	0	-7	2	0.8	8
Cc1cc(SCC(=O)Nc2ccccc2)nc(C)n1	-2	-5	-4	1	-9	-3	2	0.9	-19
CC(=O)NC1(C(F)(F)F)NC(=O)N(CC(C)C)C1=O (stereo unspecified)	-10	-4	1	1.7	0	-3	5	0.9	4
COC(=O)CN(c1nc(C)cc(OC)n1)S(=O)(=O)c1ccccc1	-6	-5	0	1	-3	4	4	0.8	2
CCc1cc2c3c(c(=O)oc2cc1O)CCCC3	-14	-19	0	1	-5	1	15	1	-5
CCOC(=O)C1CCN(C(=O)CCn2c(=O)[nH]c3ccsc3c2=O)CC1	15	3	0	1.1	-6	-5	8	1.1	8
Cc1cccc(-n2cnc(C(=O)Nc3cccnc3)c2)n1	8	-10	14	.	0	0	3	0.9	10

In another format: results already given
structure | S1P2 blocker | PLK1 inh | FAK blocker | MT1-MMP txn act | S1P2 agonist | EphB4 ephrin blk | HIV Rev-RRE inh | PLAP act | Plk1 PBD FP
CC(=O)NC1(C(F)(F)F)NC(=O)N(CC(C)C)C1=O (stereo unspecified) | -10 | -4 | 1 | 1.7 | 0 | -3 | 5 | 0.9 | 4
CC(C)(C)NC(=O)COc1ccc(-c2ccccc2)cc1 | 1 | -1 | -1 | . | -5 | 0 | 6 | 1.2 | -23

(next part)
SMILES	S1P2 blocker	PLK1 inh	FAK blocker	MT1-MMP txn act	S1P2 agonist	EphB4 ephrin blk	HIV Rev-RRE inh	PLAP act	Plk1 PBD FP
C/C(=C\C(=O)c1ccccc1)Nc1cccc(O)c1	17	3	13	1.5	-4	-4	-5	1.1	12
Cc1ccccc1NS(=O)(=O)c1cc(C(=O)NCCC2=CCCCC2)ccc1Cl	0	-7	6	.	1	-4	9	1.1	-1
Cn1c(=O)[nH]c(=O)c2c1ncn2CCCc1ccccc1	16	-1	-1	1.1	-7	11	9	.	-6
Cc1c(N=Cc2ccc(Br)s2)cccc1[N+](=O)[O-]	10	-7	-7	.	-14	1	10	1.1	8
CCc1ccc(Nc2ncccc2C#N)cc1	-1	-12	-1	.	-6	-2	0	0.9	-2
O=c1cc(O)nc(SCc2ccccc2)n1-c1ccccc1	19&-12	-15&-10	7&6	.	-8&-8	1&5	0&-2	1.2&1.3	3&-14
Cc1cccc(NC(=O)COc2ccc(Br)cc2C)n1	-11	-2	-4	1.7	-3	-3	7	1.3	-10
CN1CCN(c2ncnc3c2sc2nc(N4CCOCC4)c4c(c23)CCC4)CC1	-27	-1	-1	1.1	0	-6	9	.	-21
COc1cccc(Nc2nc(-c3sc(NC(=O)c4ccccc4)nc3C)cs2)c1	8	-7	-2	.	-2	-10	-1	0.9	-11
CC(C)(C)NC(=O)c1cc(F)c(F)cc1Cl	-24	-27	0	1.3	-5	0	8	1.3	2
CCOC(=O)C1CCCCN1Cc1ccc(F)cc1 (stereo unspecified)	-10	-11	1	0.9	-3	4	5	1.2	-10
O=C(c1ccc(N2CCCCC2)c([N+](=O)[O-])c1)N(Cc1ccccc1)c1ccccn1	7	-15	6	.	1	-3	13	1.1	5
O=C(NCCN1CCN(c2ccccc2)CC1)C1CCN(S(=O)(=O)N2CCOCC2)CC1	1	56*	-2	1.1	-4	-1	0	1.2	-9
COc1cc2c(cc1NC(=O)C(c1ccccc1)c1ccccc1)CCCC2	-15	0	2	1.3	1	-10	21	0.9	-8
CC(=O)N1CCc2cc(S(=O)(=O)NCCC(=O)Nc3cc(C)cc(C)c3)ccc21	2	-11	-1	1	-5	7	10	0.8	-21
NC(=O)c1cc(S(=O)(=O)Nc2cccc(F)c2)co1	-19	-11	2	1.1	-3	-2	5	0.9	-5
Cc1ccccc1NC(=O)CSc1nc2ccccc2o1	6	-9	1	1.3	-6	-2	3	0.8	-24
CC1(C)Cc2c(sc3nc4n(c(=N)c23)CCCCC4)CO1	-19	-5	0	.	0	-2	3	0.1	-21
N#Cc1ccccc1CN1C(=O)S/C(=C/c2cccn2-c2ccc(C(=O)O)cc2)C1=O	2	-16	-6	.	-7	1	3	1.7	12
CCCN(CCC)CCCNC(=O)CC(C(=O)N1CCc2ccccc21)n1ccnc1 (stereo unspecified)	23	-16	8	1.1	0	0	4	1.3	1
Nc1nc(C2CCCN2S(=O)(=O)c2ccc(Cl)cc2)cs1 (stereo unspecified)	-13	-18	1	1.1	-3	-6	3	0.8	0
O=C(COc1ccccc1Cl)NC(=S)N1CCc2ccccc21	-18	-4	0	.	-5	-6	-2	1.1	32
O=C(C(F)C(F)(F)F)N1CCN(c2ccccc2)CC1 (stereo unspecified)	12	-3	-3	1.1	-3	-1	3	1.1	-7
COc1ccc(CSc2nncn2N)cc1Br	2	-1	4	1.2	-4	-2	3	0.9	34
CCOC(=O)C1CCCN(C(=O)C2CCN(S(=O)(=O)CC)CC2)C1 (stereo unspecified)	6	-17	4	1.2	-1	4	13	1.1	-8

One compound at a time, as listed above. Order of screens: S1P2 blocker	PLK1 inh	FAK blocker	MT1-MMP txn act	S1P2 agonist	EphB4 ephrin blk	HIV Rev-RRE inh	PLAP act	Plk1 PBD FP
Record of CCOC(=O)C1CCCCN1Cc1ccc(F)cc1 (stereo unspecified) : -10	-11	1	0.9	-3	4	5	1.2	-10
Record of CCCCCOC(=O)c1cc(=O)[nH]c2ccccc12 : 3	2	8	1.4	-5	0	12	0.9	1
Record of CCOC(=O)C1CCN(C(=O)CCn2c(=O)[nH]c3ccsc3c2=O)CC1 : 15	3	0	1.1	-6	-5	8	1.1	8
Record of CC(=O)NC1(C(F)(F)F)NC(=O)N(CC(C)C)C1=O (stereo unspecified) : -10	-4	1	1.7	0	-3	5	0.9	4
Record of CCOC(=O)C1CCCN(C(=O)C2CCN(S(=O)(=O)CC)CC2)C1 (stereo unspecified) : 6	-17	4	1.2	-1	4	13	1.1	-8

(cont.)
SMILES	S1P2 blocker	PLK1 inh	FAK blocker	MT1-MMP txn act	S1P2 agonist	EphB4 ephrin blk	HIV Rev-RRE inh	PLAP act	Plk1 PBD FP
Cc1ccc(-c2c3c(=O)n(C)c(=O)n(C)c3cn2Cc2cccnc2)cc1	13	-9	0	1.1	-7	10	5	1.1	0
Cc1cccc(NC(=S)NC(NC(=O)OCc2ccccc2)C(Cl)(Cl)Cl)c1 (stereo unspecified)	9	-3	4	.	-4	5	10	1	-14
COC(=O)CN1CCN(C(=O)c2ccc(F)cc2)c2ccccc2C1	-6	-8	1	1.1	1	0	-1	1.3	5
Cc1nc(CN2CCN(C(=O)NC3(c4ccccc4)CC3)CC2)cs1	-16	2	0	1	-8	3	-3	1.1	-30
O=C(Oc1ccccc1Cl)c1ccccc1P(=O)(O)O	-6	-9	72*	1.1	-2	1	6	0.9	-26
CC1(C)CC(=O)C=C(NCc2ccccc2)C1	-11	-5	-3	.	-6	0	4	1	6
Cc1ccc(/C=N/N2C(=S)SC(C)(C)C2N(O)C(=O)Nc2ccc([N+](=O)[O-])cc2)cc1 (stereo unspecified)	35	-8	-4	1.1	-10	4	4	1	0
O=C(NC1=NCCS1)c1ccc(Cl)s1	0	-13	0	1.3	-4	6	7	0.9	12
O=C(c1ccc2c(c1)OCO2)N1CCOCC1	-14	-6	1	1.1	-3	0	3	.	1
CC1(C)SCC2C(=O)N3C(CSC3(C)C)C(=O)N21 (stereo unspecified)	5	-2	-2	1	-2	-4	4	0.9	14
Cc1cc(=O)[nH]c(SCC(=O)c2ccc(C(C)C)cc2)n1	-5	-10	-7	1	-1	-4	0	1.1	-2
N#Cc1nc(COc2ccccc2F)oc1NCCc1ccccc1	9	-7	0	1.5	-2	-5	12	0.9	-39
CCOc1ccc(N2Cc3ccccc3C2)cc1	8	-10	7	1.2	-12	5	4	1.3	8
Cc1sc2ncn(CC(=O)NCC(=O)N(C)C3CCCCC3)c(=O)c2c1C	17	-4	0	1.2	0	-3	-2	1.5	-3
Cc1nc(NCCO)c(C#N)c2c1COC(C)(C)C2	19	-7	2	1.1	-1	7	4	1.1	8
COc1ccc(-n2c(SCC(=O)Nc3ccc4c(c3)OCO4)nc3c(c2=O)SCC3)cc1	4	-12	6	1.1	-8	1	4	1.7	3
Cc1cc2cc(CNC(=O)Nc3ccccc3)ccc2n1C	3	-12	-6	1.2	-2	0	5	.	4
Cc1cc(NC2C3CC4CC(C3)CC2C4)n2nnnc2n1 (stereo unspecified)	-11	5	2	1	-6	3	5	0.8	7
CC(C)(C)NC(=O)Cn1ccc(=N)c2ccccc21	4	0	-1	1	-2	4	13	0.8	-15
CCN(CC)S(=O)(=O)c1cccc(C(=O)Nc2ccccc2)c1	-1	-2	7	1.4	-3	-1	2	0.7	17
COc1cc([N+](=O)[O-])ccc1NC(=O)C[n+]1ccccc1C	-3	-1	0	.	-4	-13	0	0.9	-10
COCc1nn2c(N)c(C#N)cnc2c1-c1ccccc1	-33	-10	-5	1.1	-1	1	5	1.3	20
Cc1c(CN2CCCCC2C)c(=O)n(-c2ccccc2)n1C (stereo unspecified)	1	-1	0	1.2	-4	-4	0	1.1	-2
O=C(COC(=O)CCC1CCCCC1)Nc1ccc(OC(F)F)cc1	13	4	-3	.	-3	3	18	0.9	-7
O=C1c2cccnc2C(Nc2ccc(S(=O)(=O)N3CCCCC3)cc2)N1Cc1ccccc1 (stereo unspecified)	20	3	0	1.1	-4	-4	10	1	-3
COc1ccc(C2c3c(-c4ccccc4O)n[nH]c3C(=O)N2CCc2ccc(OC)c(OC)c2)cc1 (stereo unspecified)	3	-15	4	1	0	6	7	2.8*	-21
COc1ccc(N2CCN(C(=O)CN(c3ccc(Br)cc3)S(C)(=O)=O)CC2)cc1	4	-8	-1	.	-6	-1	7	0.9	-10
CC1(C)CC(NC(=O)c2ccccc2Cl)CC(C)(C)N1	22	-8	3	1	-4	7	6	1	0
